FEN1 inhibitor – qHTS Assay for the Inhibitors of Human Flap endonuclease 1 (FEN1); Recombinant FEN1 flap cleavage, fluorescence, 15 min; Potency, µM (doses to about 114 µM), for inactives: at the top dose activity change, negative = inhibition, actives largely listed as inhibitors; 390,000 tested, 0.35% active; AID 588795, 2011; note: nearly all actives have a fitted effect of over 65% in size
Target sequence (P39748 whole entry, looked up): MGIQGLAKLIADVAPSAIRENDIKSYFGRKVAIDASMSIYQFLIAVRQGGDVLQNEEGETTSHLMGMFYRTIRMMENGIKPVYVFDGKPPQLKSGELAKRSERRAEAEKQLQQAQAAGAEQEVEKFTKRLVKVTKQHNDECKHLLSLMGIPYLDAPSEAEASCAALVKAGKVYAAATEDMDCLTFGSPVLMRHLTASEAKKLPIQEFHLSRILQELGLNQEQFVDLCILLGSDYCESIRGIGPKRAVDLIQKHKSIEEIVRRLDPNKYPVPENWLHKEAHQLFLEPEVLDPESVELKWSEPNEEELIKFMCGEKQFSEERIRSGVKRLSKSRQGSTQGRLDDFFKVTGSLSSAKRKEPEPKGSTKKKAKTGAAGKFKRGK
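With each library titrated from low to high concentration, compounds met 10 nM FEN1 for 15 min at room temperature before 50 nM substrate was added; readings at 0 and 15 min fed four-parameter Hill curve fits.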
KAT2A inh – qHTS Assay for Inhibitors of GCN5L2. Histone acetyltransferase KAT2A (Homo sapiens), Q92830. 390,000 tested, 0.21% active. AID 504327, 2011. GCN5L2 HAT assay, ThioGlo1 CoA-SH fluorescence. Potency, µM (doses to about 58.9 µM), without a hit: at the highest dose activity change, negative = inhibition, hits mostly inhibitors
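Fluorescence readout, Ex340nm/Em540nm: ThioGlo1 (50uM final) reacts with free CoA thiol released as 20nM GCN5L2 acetylates H3(1-25) peptide (75uM) using acetyl-CoA (70uM). Compound and enzyme sat 15 min beforehand; 20 min room-temperature reaction.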
N370S GC – qHTS Assay for Inhibitors and Activators of N370S glucocerebrosidase as a Potential Chaperone Treatment of Gaucher Disease; Lysosomal acid glucosylceramidase (Homo sapiens), P04062; N370S GC spleen homogenate, 4MU-glucoside fluorescence; Potency, µM (series often up to 59.4 µM), inactives show at the highest dose activity change, negative = inhibition, hits mostly inhibitors; 330,000 tested, 0.092% active; AID 2101, 2009;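 note: 0% = full enzyme activity and -100% = no enzyme basal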
* marks the source's active call; other numbers are inactive results; ? = inconclusive; . = not tested or not shown; & = joins results of further samples; [ ] = dose if it differs, or a comment. Calls come from the whole dose curve; as a rule, active = well fitted curve in the direction sought with a large enough effect; inconclusive = small, poorly fitted or top-dose-only effect, or another doubt; inactive = no such curve, though single readings can be large; an effect the other way counts as inactive or inconclusive. Unless noted, % is set by controls: 0 for no effect and ±100 for the full control effect; potency is the fitted concentration of half-maximal effect. Only part of the results is shown; rates above refer to the full screens.

SMILES | FEN1 inhibitor | KAT2A inh | N370S GC
O=C(Nc1nnc(C2CC2)s1)c1cc(S(=O)(=O)N2CCCCC2)ccc1N1CCOCC1 | 1% | -21% | 18%
CC1CN(Cc2c(O)ccc3c(=O)c(-c4ccccc4)coc23)CC(C)O1 (stereo not given) | 0% | -1% | -3%
COc1ccc(/C(C)=N/NC(=O)c2nnn(-c3nonc3N)c2-c2cccs2)cc1 | -3% | -9% | ?
O=C(O)COc1ccc(Br)cc1/C=N\Nc1ccccn1 | -1% | -5% | 0%
Cc1cccc(CCNC(=O)C2CCN(c3nc4ccccc4nc3C(F)(F)F)CC2)c1 | 1% | -3% | .
C=CCNC(=S)Nc1ccc(C)c(S(=O)(=O)N2CCCCC2)c1 | 3% | -8% | -3%
CC1=C(C(=O)N2CCCCC2)C2(CCC(C)CC2)OC1=O (stereo not given) | -6% | 1% | 6%
COCC(C)NC(=O)Cc1ccc(F)cc1 (stereo not given) | -2% | -1% | 3%
CN(C)CCCNC(=O)CCc1ncc(C(F)(F)F)cc1Cl | -11% | -9% | -11%
CCOc1ccc2nc(NC(=O)COC)sc2c1 | -17% | 1% | 3%
COc1ccc(NC(=O)C(C)N(C)Cc2ccc3ccccc3c2)cc1 (stereo not given) | -25% | -5% | -18%
O=C(Nc1ccccc1C(=O)NCc1cccnc1)c1ccc(Cl)cc1Cl | 14% | 0% | -1%
CC(=O)NCCn1ccc2ccccc21 | 3% | -10% | -8%
COc1ccc(-c2nc(-c3ccccc3)c(-c3cc([N+](=O)[O-])ccc3C)[nH]2)cc1O | ? | -14% | -23%
CC(C)(C)c1ccc(OCCOCCn2c(-c3ccc(Cl)cc3)nc3ccccc3c2=O)cc1 | 15% | -27% | .
O=C(NCc1cccs1)C1CCCN(C(=O)Nc2ccccc2)C1 (stereo not given) | 2% | 1% | -4%
Cc1cc2c(cc1C)C(c1ccccc1OC(C)C)CC(=O)N2 (stereo not given) | 2% | -5% | 4%
COc1cc(Br)c(C(C)NC(=O)c2cccc(Br)c2)cc1OC (stereo not given) | -18% | 36%[activator] | 5%
CCCCn1c(SCn2nnc3ccccc3c2=O)nc2cc(C(=O)OC)ccc2c1=O | . | -3% | -1%
CCNc1nc(NC#N)nc(SCC(=O)OCC)n1 | 9% | -5% | 1%

Individual results from the entries so far:
`CN(C)CCCNC(=O)CCc1ncc(C(F)(F)F)cc1Cl` | N370S GC = -11%
`CCNc1nc(NC#N)nc(SCC(=O)OCC)n1` | FEN1 inhibitor = 9%
`O=C(Nc1nnc(C2CC2)s1)c1cc(S(=O)(=O)N2CCCCC2)ccc1N1CCOCC1` | N370S GC = 18%
`COCC(C)NC(=O)Cc1ccc(F)cc1` (stereo not given) | FEN1 inhibitor = -2%

The main list resumes with the 2 entries that preceded the break.
SMILES | FEN1 inhibitor | KAT2A inh | N370S GC
CCCCn1c(SCn2nnc3ccccc3c2=O)nc2cc(C(=O)OC)ccc2c1=O | . | -3% | -1%
CCNc1nc(NC#N)nc(SCC(=O)OCC)n1 | 9% | -5% | 1%
COc1ccc(C2C(C(=O)NCCN3CCOCC3)c3ccccc3C(=O)N2C)cc1OC (stereo not given) | 4% | -1% | ?
O=C(c1cc2ccccc2cc1O)N1CCN(c2ccccc2O)CC1 | 4% | -5% | -4%
COc1cccc(C(=O)N2CCN(Cc3ccccn3)CC2)c1 | 19% | 1% | -11%
Cc1nc(-c2cccc(N)c2)cs1 | -12% | 3% | -16%
COc1ccc(CCNC(=O)CN2CCC(C)CC2)cc1OC | 2% | 6% | 4%
CC(Sc1ccccn1)C(=O)Nc1ccccc1 (stereo not given) | -3% | -9% | -12%
CCC1=NN(S(=O)(=O)c2ccc(C)cc2)C(O)(C(F)(F)F)C1 (stereo not given) | -3% | 0% | -2%
Cc1cc2oc(C(=O)N3CCN(CCc4ccccn4)CC3)c(C)c2cc1C | -6% | -9% | -3%
O=C(/C=C/c1ccccc1Cl)NCCc1ccc(F)cc1 | -7% | 2% | ?
O=C(COC(=O)/C=C/c1ccc2c(c1)OCO2)NC1CC1 | -11% | -8% | 2%
COc1ccc(N(CC(=O)Nc2ccccc2C(=O)O)S(=O)(=O)c2ccc(C)c([N+](=O)[O-])c2)cc1 | 11% | -2% | 3%
CC1CCN(S(=O)(=O)c2ccc3c(c2)N(CC(=O)N2CCN(c4ccc(Cl)cc4)CC2)C(=O)CO3)CC1 | -2% | -1% | .
COc1ccc(NC(=O)C2CCCN(S(=O)(=O)c3ccc4c(c3)CC(C)N4C(C)=O)C2)cc1 (stereo not given) | 7% | -4% | -6%
Cc1ccccc1C(=O)Nc1nnc(S(=O)(=O)N2CCCCCC2)s1 | 13%&14% | -1%&-13% | -1%
C=CCNc1sc(C(=O)c2ccc(Br)s2)c(N)c1C#N | -4% | 0% | -2%
Cc1ccc(C2NC(c3ccc(C)cc3)C(C)C(=NO)C2C)cc1 (stereo not given) | -5% | ? | -15%
COc1ccc(N2Cc3ccccc3C2=NC(=O)c2cccc([N+](=O)[O-])c2)cc1 | -1% | 2% | 4%
COCC(=O)N1CCC(Oc2ccc(C(=O)NC(C)c3nccs3)cc2)CC1 (stereo not given) | 3% | -1% | -5%
COc1cccc(-c2nc(SCC(=O)Nc3ccc4c(c3)OCO4)c(-c3ccccc3)[nH]2)c1 | -20% | -10% | .
CCC1(c2ccccc2)NC(=O)N(CC(=O)NCc2ccc(C)cc2)C1=O (stereo not given) | -2% | 1% | -6%
COc1ccccc1Nc1nc2cc(C)ccc2cc1C#N | 4% | 1% | -5%
CCOC(=O)c1c(NC(=S)Nc2ccccc2)sc2c1CCN(CC)C2 | -1% | 3% | 1%
Cc1nn(-c2ccccc2)c(Cl)c1/C=N/Nc1ccc(S(=O)(=O)Nc2ccccc2C(=O)O)cc1[N+](=O)[O-] | ? | ? | -1%
COc1ccc(CNC(=O)c2nn(C)c3c2CS(=O)(=O)c2ccccc2-3)cc1 | 1%&1% | 2%&0% | -6%
CC(=O)OC1OCCOC1NC(=S)Nc1cccc(C(F)(F)F)c1 (stereo not given) | -3% | -2% | 0%
CC(=O)NC12CC3CC(C1)CC(C(=O)N(C)CC(=O)Nc1ccccc1Cl)(C3)C2 | 2% | -17% | 2%
CCCOc1ccc(C(=O)Nc2ccc(N(C)C)cc2)cc1 | 6% | -21% | 4%
CCOc1ccc(C2/C(=C(/O)c3ccc(Cl)cc3)C(=O)C(=O)N2CCCN(C)C)cc1OC (stereo not given) | . | -1% | 2%
Cc1oc(-c2ccccc2)nc1C(=O)OCC(=O)NCc1ccc(Cl)cc1 | 1% | 0% | .
Cc1nn(C)c(C(=O)NCc2ccc(Cl)cc2)c1Cl | 0% | -1% | -2%
Cc1nn(C)cc1C(C(=O)NC1CCCCC1)N(Cc1ccccc1Cl)C(=O)c1cnccn1 (stereo not given) | 10% | 27% | 7%
COc1ccc(C(=O)C2CCCN(Cc3cccn3-c3nccs3)C2)cc1OC (stereo not given) | -9% | 0% | -7%
CCOc1cc(NC(=S)NCC2CCCO2)c(OCC)cc1NC(=O)c1ccccc1C (stereo not given) | 4% | -9% | -5%
COc1ccc(/C=C2/SC(=S)N(n3c(C)ccc3C)C2=O)cc1 | -20% | -1% | 7%
O=C(CC1C(=O)N(c2ccccc2)C(=O)N1CCc1cccs1)Nc1ccc(F)cc1 (stereo not given) | -16% | 2% | .
CC(C)N(Cc1ccccc1)C(=O)CN1C(=O)COc2ccc(S(=O)(=O)NC3CCCC3)cc21 | -14%&10% | -4%&-6% | 0%
Cc1cc(C(=O)Nc2ccc(F)cc2F)on1 | -14% | 2% | -6%
Cc1cc2c(SCC(=O)NC3CCCCC3)ncnc2s1 | -6% | -6% | 2%
O=C(NNC(=O)c1cccnc1)Nc1cccc2ccccc12 | -4% | 1% | 4%
CC(=O)c1cc2c(cc1NS(=O)(=O)c1cccc(C(=O)O)c1)OCO2 | 9% | -3% | -1%
CCC1CCCCN1C(=O)CSc1nc(N)cc(N)n1 (stereo not given) | 14% | -3% | -7%
O=C(Nc1ccccc1C(=O)N1CCOCC1)C1CC(=O)N(C2CCCC2)C1 (stereo not given) | 5% | 3% | 1%
CCCCCN1CC(=O)N2Cc3[nH]c4ccccc4c3C[C@H]2C1=O | -4% | -4% | -8%
COc1ccc(C(=O)Nc2ccccc2C(=O)Nc2ccccc2C(=O)O)cc1 | 16% | -11% | 18%
Nc1nc(C(c2ccccc2)c2ccccc2)cs1 | 6% | -10% | -1%
CCc1ccc(NC(=O)N(CCN2CCOCC2)C2CCN(C(C)=O)CC2)cc1 | 4% | -8% | 3%
CNC(=O)c1cc2cc(OC)ccc2n1CCN(Cc1ccccc1)Cc1ccccc1 | 7% | -7% | 3%
COc1ccc(CCN2C(=O)N[C@@H](CCC(=O)O)C2=O)cc1 | 21% | -12% | -10%
COc1ccc(CNC(=O)CN(Cc2ccc(Cl)cc2)C(=O)c2csnn2)cc1 | -3% | -6% | -1%
O=c1c(-c2ccc(O)cc2)coc2cc(OC3OC(CO)C(O)C(O)C3O)ccc12 (stereo not given) | -2% | -1% | 4%
C[C@H](NC(=O)c1ccc(C(C)(C)C)cc1)C(=O)N1CCN(C/C=C/c2ccccc2)CC1 | -8% | -7% | .
FC(F)(F)c1cc(Oc2ccccc2)ncc1-c1nnc(-c2ccccc2Cl)o1 | -14% | ? | 7%
CN(C)C(/C=C/Nc1ccc(F)cc1F)=C(C#N)C#N | -15% | -3% | 5%
COCCOC(=O)C1=C(C)N=c2s/c(=C\c3cccs3)c(=O)n2C1c1cccs1 (stereo not given) | -1% | -29% | -7%
CCOc1cccc(-c2nnc(SCC(=O)Nc3ccc(OC)c(OC)c3)n2N)c1 | -13% | -3% | 4%
Cc1cc(/N=C/N(C)C)on1 | -6% | -3% | 21%
CN(CC(=O)N(C)CC(=O)Nc1c(Cl)cccc1Cl)Cc1ccccc1F | 2% | 1% | .
Cc1c(C)c2cc(Cl)c(OCC(=O)NC3CC(C)(C)NC(C)(C)C3)cc2oc1=O | -16% | 0% | -3%
Cc1c(C(=O)N2CCN(c3ccccn3)CC2)sc2ncnc(N3CCOCC3)c12 | -5% | 0% | 3%
COc1ccc(C2c3ccc4ccccc4c3Oc3ncn(CCO)c(=N)c32)cc1 (stereo not given) | -22% | 0% | -14%
Carrying on.
SMILES | FEN1 inhibitor | KAT2A inh | N370S GC
COC(=O)c1ccccc1NC(=O)Cn1nc(C(F)(F)F)c2c1CCCC2 | -9% | -5% | .
COc1ccc(N2CCN(C(C)C(=O)N3CC(C)OC(C)C3)CC2)cc1 (stereo not given) | -1% | -4% | 8%
Cc1ccc(CS(=O)(=O)c2nc3c(c(N(C)C)n2)CCCC3)cc1 | 1% | -17% | 21%
COCCCNc1nc2c(c(=O)n(Cc3ccc(OC)cc3)c(=O)n2C)n1C | -22% | -5% | -21%
CC(C)NC(=O)c1sc2ncccc2c1-n1cccc1 | 6% | -9% | .
O=C(CSc1nnc(CNc2ccc(F)cc2)n1Cc1ccccc1)NCc1ccco1 | 1% | -4% | -5%
CC(=O)c1ccc(OCC(=O)N(CCC2=CCCCC2)c2c(N)n(Cc3ccccc3)c(=O)[nH]c2=O)cc1 | 6% | 2% | -2%
CCc1nnc(NC(=O)CSc2ncc(-c3ccccc3)n2C)s1 | -5% | -3% | -4%
CS(=O)(=O)c1ccc(C(=O)OCC(=O)NNC(=O)COc2ccc(Cl)cc2)cc1 | -2% | 1% | -2%
Cc1cccc2[nH]c3c(N4CC=C(c5ccc(F)cc5)CC4)ncnc3c12 | ? | ? | 2%
O=C(Cn1c(CC(=O)N2CCCC2)nc2ccccc21)NCc1ccccc1 | -1% | -7% | 0%
Clc1cccc(Cl)c1CO/N=C/c1c(-c2ccccc2)nc2n1CCS2 | 7% | -9% | 12%
COc1ccc(OC)c(NC(=O)CNC(=O)Cn2cnc3sc(C)cc3c2=O)c1 | 3% | -21% | 2%
Cn1c(=O)cc(SCC(=O)NCCN2CCN(c3ccccc3F)CC2)c2cc(Cl)ccc21 | 16% | -4% | -5%
C[C@H](NC(=O)c1nc[nH]c1C(=O)N[C@H](C)c1ccccc1)C(=O)OCc1ccccc1 | 0% | -16% | ?

An excerpt from above with just FEN1 inhibitor.
Compound	FEN1 inhibitor
Clc1cccc(Cl)c1CO/N=C/c1c(-c2ccccc2)nc2n1CCS2	7%
COc1ccc(OC)c(NC(=O)CNC(=O)Cn2cnc3sc(C)cc3c2=O)c1	3%

Random excerpt: 5 entries already listed, in no set order.
SMILES | FEN1 inhibitor | KAT2A inh | N370S GC
Cc1cccc(CCNC(=O)C2CCN(c3nc4ccccc4nc3C(F)(F)F)CC2)c1 | 1% | -3% | .
Nc1nc(C(c2ccccc2)c2ccccc2)cs1 | 6% | -10% | -1%
CCc1ccc(NC(=O)N(CCN2CCOCC2)C2CCN(C(C)=O)CC2)cc1 | 4% | -8% | 3%
CC(C)(C)c1ccc(OCCOCCn2c(-c3ccc(Cl)cc3)nc3ccccc3c2=O)cc1 | 15% | -27% | .
CCOc1cccc(-c2nnc(SCC(=O)Nc3ccc(OC)c(OC)c3)n2N)c1 | -13% | -3% | 4%
